Screening results deposited in PubChem BioAssay by Broad Institute.
CASP6 VEID inh: human caspase-6 inhibitors, primary screen, biochemical, VEID-R110 fluorescence, single point, set 2. AID 686996, 2013. purified caspase-6, Z-VEID-R110 cleavage fluorescence. inhibition, % at 12.5 µM. 0.53% of 350,000 active. P55212;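 active = mean inhibition across replicates at least about 35%, with every replicate also reaching that limit, limit read from the data; inconclusive = only one of the two criteria met; inactive = neither criterion met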;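 also: 0% = median of neutral control wells and 100% = no fluorescence left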
Target sequence (P55212 24-179 limits assumed): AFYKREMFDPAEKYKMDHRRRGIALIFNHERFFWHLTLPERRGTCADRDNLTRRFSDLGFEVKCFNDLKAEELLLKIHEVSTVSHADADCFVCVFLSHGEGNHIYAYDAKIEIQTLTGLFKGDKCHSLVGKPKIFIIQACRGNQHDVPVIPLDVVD
Target sequence (P55212 194-293 limits assumed): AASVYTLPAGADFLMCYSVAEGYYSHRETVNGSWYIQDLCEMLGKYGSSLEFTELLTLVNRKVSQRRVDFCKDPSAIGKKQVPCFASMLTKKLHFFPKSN
LGR2 inh: inhibitors of bursicon-induced LGR2 CRE-luciferase signal, primary screen, cell-based, HEK293, CRE-luciferase reporter, bursicon stimulation | 0.35% of 380,000 active | bursicon-stimulated, 4 h | inhibition, % at 9.99 µM;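 active = drop in luminescence signal, shown as inhibition above about 50% in the replicate tests, limit read from the data, passing the limit was not always enough; inconclusive = probably only some replicates passing the limit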;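 also: agonist challenge used bursicon conditioned medium at about half maximal strength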
EWS-Fli block: EWS/Fli-driven NR0B1 reporter inhibitors, primary screen, A673 cells, NR0B1 luciferase, luminescence, MLPCN library. inhibition, % at 12.6 µM. viability-normalised. 0.67% of 350,000 active;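 active = mean inhibition of at least 50% after viability correction, with every replicate also passing that limit; inconclusive = mean reaches 50% but only one of two replicates passes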;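 also: firefly luciferase signal divided by Alamar Blue viability fluorescence both relative to DMSO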
DENV2 CPE rescue: inhibitors of DENV2 cytopathic effect, primary screen, cell-based, plate reader, single concentration; DENV2-infected cells, cytopathic effect rescue; CPE inhibition, % at 9.99 µM; 1.7% of 350,000 active; AID 651640, 2012; in the data active = CPE inhibition above about 20%, passing the limit was not always enough; inconclusive = no clear call, values can overlap the other calls; tested in BHK-21 cells;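 also: 0% = median of neutral control wells and 100% = median of positive control wells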
ARNT-TACC3 inh: disruptors of ARNT/TACC3 protein interaction, primary screen, biochemical, AlphaScreen, single concentration; Transforming acidic coiled-coil-containing protein 3 (Homo sapiens), Q9Y6A5; AlphaScreen His-ARNT PAS-B/GST-TACC3 binding, luminescence; TACC3 fragment carries E629A point mutation; inhibition, % at 9.99 µM; 0.66% of 390,000 active; AID 623870, 2012;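 active = mean inhibition of replicates at least 50% and at least half of replicates each reaching 50%; inconclusive = half or more replicates reach 50% but mean below 50%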;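 also: 0% = complete ARNT plus TACC3 wells and 100% = ARNT alone without TACC3; many hits fall short of the cut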
SIRT5 block: SIRT5 desuccinylase inhibitors, primary screen, biochemical, fluorescence imaging, single point, set 5; 1.1% of 330,000 active; NAD-dependent protein deacylase sirtuin-5, mitochondrial (Homo sapiens), Q9NXA8; Purified SirT5, succinyl-peptide AMC, trypsin-coupled fluorescence; inhibition, % at 15 µM; in the data active = inhibition above about 15%; inconclusive = no clear call, values can overlap the other calls
Target sequence (Q9NXA8 whole entry, looked up): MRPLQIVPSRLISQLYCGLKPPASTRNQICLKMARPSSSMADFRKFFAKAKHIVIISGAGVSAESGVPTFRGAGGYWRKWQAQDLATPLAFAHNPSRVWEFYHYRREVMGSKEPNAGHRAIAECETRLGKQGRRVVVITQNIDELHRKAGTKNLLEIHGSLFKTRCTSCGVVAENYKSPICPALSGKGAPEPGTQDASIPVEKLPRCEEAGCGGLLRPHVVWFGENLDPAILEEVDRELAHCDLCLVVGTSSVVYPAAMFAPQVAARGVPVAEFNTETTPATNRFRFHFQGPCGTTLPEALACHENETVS
PAX8 reporter: inhibitors of PAX8-driven TPO luciferase reporter, primary screen, RMG-I cells, single concentration. SteadyGlo, 24 h. inhibition, % at 12.6 µM. 1.2% of 360,000 active;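 active = mean replicate inhibition at least 60% with every replicate also reaching 60%; inconclusive = only one of the two criteria is met; inactive = mean below 60% and not all replicates reaching 60%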;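 also: luciferase light reporting Pax8 driven TPO promoter activity; plate controls were median of neutral control wells for no effect and mitoxantrone controls for full effect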
Active calls of the source: *; ? = inconclusive; · = no result given.

SMILES	CASP6 VEID inh	LGR2 inh	EWS-Fli block	DENV2 CPE rescue	ARNT-TACC3 inh	SIRT5 block	PAX8 reporter
CNC[C@@H]1Oc2ccc(NC(=O)CCC(F)(F)F)cc2CC(=O)N([C@H](C)CO)C[C@H]1C	0	-8	3	-7	16	7	37
Cc1ccc(Oc2nc3c(C)cccn3c(=O)c2/C=C(\C#N)C(N)=O)cc1	-1	8	10	-5	0	-4	-9
COc1ccccc1OCCNC(=O)c1cccc(S(=O)(=O)N2CCN(Cc3ccccc3)CC2)c1	-201	-7	-4	3	3	-2	10
O=S(=O)(NCCS(=O)(=O)N1CCN(c2ccc(F)cc2)CC1)c1ccccc1	5	12	3	10	·	·	24
COc1ccc(NS(=O)(=O)c2cc(Br)cc3c2N(C(C)=O)CC3)cc1	-1	18	44	0	1	-2	17
O=C1NC(=O)C(c2ccccc2[N+](=O)[O-])=C1Nc1ccc(O)c(Cl)c1	23	-2	-7	6	7	0	23
CCOc1ccc(NS(=O)(=O)c2ccc3c(c2)N(C(C)=O)CC3)cc1	0	7	5	·	-8	-4	15
O=C(/C=C/c1ccc(Cl)c([N+](=O)[O-])c1)Nc1ccc(NC(=O)c2ccco2)cc1	-3	-27	-4	2	-5	-4	15
COc1ccc(S(=O)(=O)Nc2ccc3c(c2)C(=O)N([C@H](C)CO)C[C@@H](C)[C@@H](CN(C)Cc2ccc(C(=O)O)cc2)OCCCC[C@@H](C)O3)cc1	-1	-2	-2	-8	-1	0	-18
O=C(NCCc1ccccc1)NC(Cc1ccccc1)C(=O)O (stereo not given)	-3	-2	-10	-1	-4	0	-19
Nc1cnn(Cc2ccccc2F)c1	-4	2	10	6	0	-2	4
COC(=O)[C@@]12C[C@@H](CC(=O)NCCCCc3ccccc3)C(=O)N(Cc3ccc4c(c3)OCO4)C1=CCC(C)(C)C2	5	26	6	-15	·	0	-2
CN1CCN(C(=O)c2ccc3c(c2)N(Cc2ccccc2F)C(=O)c2ccccc2S3=O)CC1 (stereo not given)	-1	0	4	-4	-1	0	0
Cc1ccc(S(=O)(=O)N(C)C[C@@H]2OCCCC[C@H](C)Oc3ccc(NC(=O)NC(C)C)cc3C(=O)N([C@@H](C)CO)C[C@@H]2C)cc1	-1	4	0	6	-1	0	-9
CN(C)C(=O)c1ccc(-c2ccc(C3[C@@H]4CN(C(=O)c5cnccn5)C[C@H]3N4)cc2)cc1 (stereo not given in full)	-1	14	2	-1	·	-3	27
CC(=O)Nc1ccc2c(COC(=O)CC3Sc4ccccc4NC3=O)cc(=O)oc2c1 (stereo not given)	8	-8	-32	1	-1	-3	-10
CCC(=O)N(C)C[C@@H]1Oc2cc(-c3ccc(C)cc3)ccc2S(=O)(=O)N([C@H](C)CO)C[C@H]1C	-2	-5	16	-7	-2	-4	·
COc1ccc(Cl)cc1NC(=S)NN1CCOCC1	-6	6	-6	-1	-6	-2	6
CC(C)(C)CC(C)(C)c1ccc(OCCOCC[N+](C)(C)Cc2ccccc2)cc1	-60	36	25	9	8	-1	78*
CN1/C(=C/C(=O)COC(=O)CN2C(=O)C3CC=CCC3C2=O)C(C)(C)c2ccccc21 (stereo not given)	2	7	3	-1	2	0	2
CN(CC(=O)Nc1ccc(Cl)c(C(F)(F)F)c1)C(=O)c1ccc(N2CCOCC2)c([N+](=O)[O-])c1	-5	29	-2	-1	27	-2	6
CN(CC(=O)Nc1c(Cl)cccc1Cl)C(=O)c1ccc2ccccc2n1	-1	13	-14	9	1	0	6
O=c1[nH][nH]c2c(N=Cc3ccccc3O)ccc(F)c12	97*	-2	·	·	69*	29*	·
CN(Cc1ccccc1)C(=O)c1ccco1	7	18	5	1	-1	1	-4
Cc1ccc2c(c1)[C@H]1[C@H](CO2)[C@H](c2ccccc2)[C@]2(C)C(=O)N(Cc3ccccc3)CC(=O)N12	-3	0	4	8	4	·	19
The results go on.
SMILES	CASP6 VEID inh	LGR2 inh	EWS-Fli block	DENV2 CPE rescue	ARNT-TACC3 inh	SIRT5 block	PAX8 reporter
N#Cc1ccsc1NC(=O)CCN1C(=O)C2CCCCC2C1=O (stereo not given)	-1	-17	9	7	·	-2	-2
CCN(CC)S(=O)(=O)c1ccc(C(=O)Nc2nnc(NC(=S)Nc3ccccc3)s2)cc1	7	-7	-5	8	4	-8	-4
COc1ccccc1CNC(=O)c1c(-c2ccccc2Cl)noc1C	-1	11	-1	-5	-20	-4	20
OCCC1CN(C2CCN(c3ccccc3)CC2)CCN1Cc1ccc(F)c(F)c1 (stereo not given)	1	-9	-7	-8	-4	-3	26
CC(C)(C)c1ccc(-c2cc(N)n[nH]2)cc1	0	·	63*	10	25	-3	-8
COc1ccc(CN(C)C[C@H]2Oc3ccc(NC(=O)Cc4ccccc4)cc3CC(=O)N([C@H](C)CO)C[C@@H]2C)cc1	1	-7	-6	19	·	8	-19
COc1ccc(NC(=O)N(C)C[C@@H]2Oc3c(NC(=O)c4cc(C)nn4C)cccc3C(=O)N([C@H](C)CO)C[C@H]2C)cc1	2	-3	·	1	-5	0	-15
C[C@@H]1CN([C@H](C)CO)C(=O)c2cc(NC(=O)CCCN(C)C)ccc2O[C@@H](C)CCCCO[C@@H]1CN(C)C(=O)NC1CCCCC1	-1	2	0	3	-2	1	·
CN1CCN(c2ccc(-c3cc(NC=O)c4ncc(-c5ccc(F)c(Cl)c5)n4c3)cc2)CC1	-27	-30	-44	3	·	0	-74
O=S(=O)(Nc1ccc2ccccc2n1)c1ccc2c(c1)CCO2	-1	2	-8	2	-7	1	-7
Cc1onc(-c2ccccc2)c1C(=O)NCCSCc1ccco1	6	-20	1	2	·	-26	11
CN1[C@H](C(=O)NCCc2ccccc2)[C@@H](CO)[C@@H]2Cn3c(ccc(-c4ccccc4)c3=O)[C@@H]21	-2	-19	-53	-23	4	8	·
CCN1CCN(S(=O)(=O)c2ccc(S(=O)(=O)N(CC)Cc3ccccc3)cc2)CC1	3	-3	11	-4	-9	-5	·
CCOc1ccc(-n2c(-c3ccccc3)c[n+]3c2CCC3)cc1	-1	3	30	·	-2	-4	82*
CNC(=O)C[C@H]1CC[C@@H]2[C@H](COC[C@@H](O)CN2Cc2ccc(C(F)(F)F)cc2)O1	3	-1	·	4	-3	-4	·
Cc1ccc(NCc2nnc(SCC(N)=O)o2)c(C)c1	2	1	4	-4	-4	-4	-2
O=C(NCc1ccco1)c1ccc2c(c1)N(Cc1ccccc1)CCS2	2	-10	9	-7	29	-2	-13
CCn1c(CCNC(=O)c2ccc(C)cc2)nnc1SCc1ccc(Cl)c(Cl)c1	·	-5	·	·	-11	·	19
CC(C)(C)C(=O)C(C(c1ccccc1)N1CCOCC1)N1CCOCC1 (stereo not given)	-1	-13	0	8	-13	-5	-13
COc1ccc(C(=O)NCC(=O)N2CCN(c3ccccc3)CC2)cc1	2	7	3	9	-3	-2	1
COc1ccc(C#Cc2ccc3c(c2)[C@]2(C(=O)N3)[C@H](C(N)=O)[C@H]3C(=O)O[C@H](c4ccccc4)[C@H](c4ccccc4)N3[C@@H]2c2ccc(O)cc2)cc1	2	·	7	-2	15	8	·
COc1ccc(CNC(=O)CN2c3ccccc3S(=O)(=O)c3ccccc32)cc1	4	2	·	-3	-8	0	12
Fc1ccc(OCCn2cnc(Cl)c2Cl)cc1	1	-2	-13	3	1	-1	6
CN(C)N1C(N)=C(C#N)C(c2ccccc2)C2=C1CCCC2=O (stereo not given)	-1	39	5	5	3	0	32
Cc1csc(=O)n1CCC(=O)OCC(=O)Nc1cc(Cl)ccc1[N+](=O)[O-]	3	4	3	-4	6	0	1
The list goes on:
SMILES	CASP6 VEID inh	LGR2 inh	EWS-Fli block	DENV2 CPE rescue	ARNT-TACC3 inh	SIRT5 block	PAX8 reporter
COc1ccc(NC(=O)N(C)C[C@H]2Oc3c(NC(=O)c4ccc(-c5nccs5)cc4)cccc3C(=O)N([C@@H](C)CO)C[C@@H]2C)cc1	-3	-5	-1	12	0	3	·
C[C@H](CO)N1C[C@H](C)[C@H](CN(C)Cc2ccccc2)Oc2ccc(NC(=O)c3ccncc3)cc2CC1=O	-1	-10	-3	6	2	-1	3
COC(=O)Cn1nnnc1-c1nc2cc(C)c(C)cc2[nH]c1=O	14	12	0	-8	·	-5	2
CC(C)c1ccc(NC(=O)[C@@H](NC(=O)N2CC(=O)Nc3ccccc32)C(C)C)cc1	10	-4	29	5	4	5	10
CCCCNC(=O)C1(C)CCN1C(=O)c1ccc(F)cc1Cl (stereo not given)	16	-8	-2	-4	·	-2	-9
Cc1noc(C)c1NC(=O)Nc1ccc2c(c1)CC(=O)N([C@H](C)CO)C[C@@H](C)[C@H](CN(C)Cc1ccc(Cl)c(Cl)c1)O2	1	4	5	-10	-2	-3	-8
CN1C(=O)C(CC(=O)NCCc2ccccc2)N(NC(=O)c2cccc(F)c2)C1=S (stereo not given)	6	24	1	?	·	-5	-20
Cc1ccnc(NC(=O)c2ccc(OCC3CCCO3)cc2)c1 (stereo not given)	0	0	70*	-5	-3	-2	49
CO[C@H]1CN(C)C(=O)c2cc(NC(=O)Nc3ccc(F)cc3)ccc2OC[C@H](C)NC[C@@H]1C	-1	2	10	5	1	-2	·
O=C(N[C@@H]1CCC(=O)N(CC[C@H](Sc2ccc(Br)cc2)c2ccccc2)CC1)OCc1ccccc1	-7	11	13	-17	-3	6	31
CCCCCC(=O)NNC(=S)NC(C)=O	-6	-4	7	2	71*	0	2
Cc1cc(C)n2nc(CNS(=O)(=O)c3cccc([N+](=O)[O-])c3)nc2n1	-2	4	·	-8	·	2	-1
COc1cccc(CN(C)C(=O)CSc2nc3ccccc3[nH]2)c1OC	·	4	-46	2	-5	-1	-25
CCc1nnc(NC(=O)CSc2nc(C)cs2)s1	-3	-10	-1	2	7	-3	-12
Cc1ccc(-c2cc(C(=O)N/N=C/c3c[nH]c4ccccc34)n[nH]2)o1	2	-16	-10	3	·	7	5
Cc1ccc(N(C(=O)Cn2nnc(-c3ccccc3F)n2)C(C(=O)NC2CCCC2)c2ccncc2)cc1 (stereo not given)	-2	5	1	-2	-7	-3	4
CC(Sc1nnc(-c2ccc(OC(F)F)cc2)o1)C(=O)NCC1CCCO1 (stereo not given)	1	-9	·	4	7	-3	-14
CCCN1[C@H](C(=O)N(C)C)[C@@H](CO)[C@@H]2Cn3c(ccc(-c4cccc(F)c4)c3=O)[C@@H]21	-2	5	-1	-8	-8	2	0
C=C1C(C(=O)Nc2ccc(OCC)cc2)C1C(=O)Nc1ccc(OCC)cc1 (stereo not given)	2	14	15	3	·	-3	2
COc1ccc(N(C(=O)/C=C/c2ccccc2)C2=CC3CCC(C2)N3C)cc1 (stereo not given)	3	10	0	-2	17	-2	-20
CCCCOC(=O)C[N+](C)(C)CCOC1CC2CCC1(C)C2(C)C (stereo not given)	10	33	15	-3	·	-1	41
CN(C)c1ccc(/C=C2\CCCc3c2nc2ccccc2c3C(=O)O)cc1	0	-58	-70	9	-2	4	-121

Sorted by heavy-atom count (falling): part of the list above.
SMILES	CASP6 VEID inh	LGR2 inh	EWS-Fli block	DENV2 CPE rescue	ARNT-TACC3 inh	SIRT5 block	PAX8 reporter
Cc1ccc2c(c1)[C@H]1[C@H](CO2)[C@H](c2ccccc2)[C@]2(C)C(=O)N(Cc3ccccc3)CC(=O)N12	-3	0	4	8	4	·	19
CO[C@H]1CN(C)C(=O)c2cc(NC(=O)Nc3ccc(F)cc3)ccc2OC[C@H](C)NC[C@@H]1C	-1	2	10	5	1	-2	·
CN(C)c1ccc(/C=C2\CCCc3c2nc2ccccc2c3C(=O)O)cc1	0	-58	-70	9	-2	4	-121
CN(CC(=O)Nc1c(Cl)cccc1Cl)C(=O)c1ccc2ccccc2n1	-1	13	-14	9	1	0	6
COc1ccc(NS(=O)(=O)c2cc(Br)cc3c2N(C(C)=O)CC3)cc1	-1	18	44	0	1	-2	17
